# mIAP block = blocks mouse intestinal alkaline phosphatase. hit rate 0.2% among 330,000. inhibition, % at 10 µM. purified mouse IAP, CDP-Star luminescence, 30 min;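 active = inhibition of at least 40% at 10 µM in the primary screen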;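 also: plate controls were DMSO with enzyme for no effect and no enzyme wells for full effect; values of inactives mirror those of a sister screen read the other way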
# mIAP activ = increases mouse intestinal alkaline phosphatase activity; muIAP, CDP-Star luminescence, 30 min; stronger effect = higher value; 1 = vehicle-only enzyme signal, 0 = enzyme-free wells; activation factor at 10 µM; hit rate 0.24% among 330,000;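 active = activation factor of at least 2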; also: the source names both 10 and 20 µM as test concentration; values of inactives mirror those of a sister screen read the other way
#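 Assay system: mouse IAP enzyme / Compound: DMSO-dissolved test compounds / Timing: 30 min, room temperature / Measured by: luminescence from enzymatic CDP-Star hydrolysis / Control set: DMSO-only wells, enzyme-free buffer wells as negative control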
# A3A deaminase = human APOBEC3A DNA deaminase inhibition; hit rate 0.41% among 330,000; recombinant A3A, FAM/TAMRA ssDNA deamination fluorescence; inhibition, % at 20 µM;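 active = at least 40% inhibition at 20 µM here, with at most 30% in a related deaminase screen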;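 also: plate controls were A3A with DMSO for no effect and wells lacking A3A enzyme for full effect; some results filed as inactive read as strong as hits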
# Target sequence (P31941 whole entry, looked up): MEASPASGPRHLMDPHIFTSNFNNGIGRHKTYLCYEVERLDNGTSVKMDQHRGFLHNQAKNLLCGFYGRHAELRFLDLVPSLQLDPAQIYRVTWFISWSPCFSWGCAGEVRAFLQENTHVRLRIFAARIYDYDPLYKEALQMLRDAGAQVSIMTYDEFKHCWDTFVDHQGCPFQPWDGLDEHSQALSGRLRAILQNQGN
# hIAP inh = human IAP inhibition. P09923. purified IAP, CDP-Star luminescence, 30 min. inhibition, % at 10 µM. hit rate 0.12% among 330,000;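 active = inhibition reaching a set limit with compound at 10 µM in the primary screen, cut at about 35% in these data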;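 also: plate controls were DMSO wells with enzyme for no effect and no-enzyme buffer wells for full effect; values of inactives mirror those of a sister screen read the other way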
# A3G deaminase = blocks human APOBEC3G single-stranded DNA deamination. recombinant A3G, ssDNA deamination FAM/TAMRA fluorescence. hit rate 0.28% among 330,000. inhibition, % at 20 µM;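 active = inhibition of at least 40% at 20 µM, with no more than 30% in the related APOBEC3A deaminase screen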;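 also: plate controls were DMSO wells with A3G for no effect and wells lacking A3G enzyme for full effect; some compounds called inactive have numbers as strong as hits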
# Target sequence (Q9HC16 whole entry, looked up): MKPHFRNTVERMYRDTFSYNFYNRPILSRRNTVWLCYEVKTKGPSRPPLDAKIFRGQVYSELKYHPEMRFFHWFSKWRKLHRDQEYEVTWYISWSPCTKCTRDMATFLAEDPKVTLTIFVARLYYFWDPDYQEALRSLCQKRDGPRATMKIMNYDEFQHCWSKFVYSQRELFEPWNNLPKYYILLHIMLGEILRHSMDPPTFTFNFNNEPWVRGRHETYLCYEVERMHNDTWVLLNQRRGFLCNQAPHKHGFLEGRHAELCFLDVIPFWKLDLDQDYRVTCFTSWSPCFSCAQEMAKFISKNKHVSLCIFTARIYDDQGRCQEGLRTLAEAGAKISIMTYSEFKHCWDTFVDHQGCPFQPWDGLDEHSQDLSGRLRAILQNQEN
# MPTP inh = blocks calcium-induced mitochondrial swelling. isolated mouse mitochondria, Ca2+ swelling absorbance, 30 min. inhibition, % at 10 µM. hit rate 1.4% among 360,000. AID 602449;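 active = inhibition of 50% or more, scaled per plate between neutral and stimulator controls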;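 also: 0% = DMSO wells given calcium and 100% = 1 mM EGTA wells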
# GRIN3A LBD mod = NR3A (human) ligand-binding domain modulation; NR3A LBD differential scanning fluorimetry, Tm shift; 0% = protein alone, 100% = glycine-bound protein; Tm shift relative to glycine control, % at 25 µM; hit rate 2.5% among 340,000; AID 1259313;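 active = melting temperature shift of at least 10% of the positive control shift, at one fixed dose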
# hIAP act = increases human intestinal alkaline phosphatase activity; hit rate 0.16% among 330,000; purified human IAP, CDP-Star luminescence, 30 min; stronger effect = higher value; 1 = vehicle-only enzyme, 0 = enzyme-free background; activation factor at 10 µM; P09923;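 active = activation factor of the enzyme at least 2-fold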; also: the source names both 10 and 20 µM as test concentration; values of inactives mirror those of a sister screen read the other way
# beta cell repl = induces beta-cell replication in MIN6 cells; MIN6 cells proliferation, ATPlite luminescence, 48 h; cells starved in 0.2% serum; 100% = growth in 10% serum; proliferation, % at 10 µM; hit rate 0.29% among 330,000; AID 2380;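 active = compounds whose signal lies at least 3.5 SD above the mean of all wells on their plate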;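 also: 0% = DMSO-treated cells in low-serum medium and 100% = 10% serum control; some compounds called inactive have numbers as strong as hits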
# * hit, by the source's call; x = no result given.
SMILES,mIAP block,mIAP activ,A3A deaminase,hIAP inh,A3G deaminase,MPTP inh,GRIN3A LBD mod,hIAP act,beta cell repl
COc1ccccc1CNC(=O)COc1ccc(S(=O)(=O)N2CCOCC2)cc1C,6,0.94,0,-7,-5,-2.2,-2,1.1,0
CCN(CC)CCN(Cc1cc2ccc(C)cc2[nH]c1=O)C(=O)Nc1ccc(Cl)cc1,0,1,-2,1,-4,0.5,1,0.99,-6
COc1ccc(C(CNC(=O)c2ccc(N3CCCC3=O)cc2)N(C)C)cc1 (stereo unspecified),-3,1,-2,-21,-5,-0.2,-6,1.2,-5
COc1ccc(CN(Cc2cccn2C)S(=O)(=O)c2ccc(C)cc2)cc1,5,0.95,-6,-11,-10,6.0,1,1.1,-2
O=C(CNC(=O)c1ccccc1)NCC1COc2ccccc2O1 (stereo unspecified),-4,1,2,-2,-6,-6.6,0,1,1
CC(=O)Nc1ccc(N(C(=O)CNC(=O)c2ccco2)C(C(=O)NC2CCCC2)c2ccco2)cc1 (stereo unspecified),12,0.88,-6,13,-9,0.3,-2,0.87,-3
Cc1ccc(CC(=O)NCCC(=O)O)cc1,3,0.97,2,1,1,1.4,0,0.99,-1
COc1ccccc1CNCC(=O)N1CC(=O)Nc2ccccc21,-11,1.1,-3,-12,-5,-0.4,1,1.1,-4
Cc1onc(-c2ccccc2)c1C(=O)OCC(=O)N(C)c1c(N)n(Cc2ccccc2)c(=O)[nH]c1=O,-14,1.1,5,-23,0,0.3,0,1.2,0
C=CCn1c(SCc2nc3ccccc3c(=O)[nH]2)nnc1-c1cc2cc(Cl)ccc2o1,0,1,-1,-11,-3,8.8,-1,1.1,-3
Cc1cc(C)c(C(=O)C(C)OC(=O)Cc2n[nH]c(=O)c3ccccc23)cc1C (stereo unspecified),6,0.94,3,-33,11,-1.4,0,1.3,2
COc1ccc(NC(=O)c2ccc(COc3ccccc3Br)o2)cc1OC,-9,1.1,3,2,-1,-1.1,-6,0.98,-2
Cc1cc(C)c(-c2csc(Cc3nc(-c4cc5ccccc5oc4=O)cs3)n2)cc1C,16,0.84,-4,0,-5,53*,2,1,-4
Cc1ccc(S(=O)(=O)CC(=O)Nc2nc(-c3ccccc3)cs2)cc1,-1,1,-4,15,-8,0.1,-8,0.85,-1
CCc1ccc(NC(=S)N(CCOC)C2CCN(C(C)=O)CC2)cc1,-1,1,-3,-9,-6,3.7,1,1.1,-1
NC(=O)c1sc2nc3c(cc2c1N)CCC3,0,1,5,0,-1,0.3,-1,1,-3
COc1ccccc1C(=O)C1CCCN(C(=O)c2cc(CC(C)C)nc(C)n2)C1 (stereo unspecified),11,0.89,2,-1,-4,2.0,1,1,-4
COc1ccc(-c2nc(CS(=O)CC(=O)NCc3ccc4c(c3)OCO4)c(C)o2)cc1 (stereo unspecified),9,0.91,2,0,-1,-3.0,0,1,-2
COc1ccc(NC(=O)CSc2nnnn2-c2ccccc2F)cc1,-6,1.1,-3,24,-9,0.3,4,0.76,-3
Cc1ccc(S(=O)(=O)N2C[C@@H]3[C@H]4CC[C@H](C4)[C@@H]3[C@@H](C)C2CC(=O)c2ccccc2)cc1 (stereo partly specified),-3,1,7,x,4,-1.0,0,x,x
N#CC1=C(N)c2ccccc2CC12CCCCC2,8,0.92,-1,-7,-4,5.2,-1,1.1,2
C=CC[C@H](CC(=O)NCCO)C(=O)N[C@@H](COC(=O)[C@@H](CC=C)Cc1ccc(F)cc1)Cc1c[nH]c2ccccc12,-5,1,3,2,-5,0.4,-12,0.98,-1
CCc1nc2ccccc2n(CC)c1=O,-4,1,3,-2,-4,-10,-1,1,-2
CCc1ccc(NC(=O)Cn2c(=O)oc3cc(S(=O)(=O)N4CCOCC4)ccc32)cc1,2,0.98,0,0,-3,0.1,1,1,3
CCC(=O)Nc1ccc(C(=O)OCc2ccc(Cl)c(Cl)c2)cc1,-4,1,3,9,0,0.9,6,0.91,-1
CCOc1ncccc1C(=O)OCC(=O)c1cccs1,7,0.93,3,5,-4,-2.7,2,0.95,-2
COc1ccc(C(O)c2coc3ccc(O)c(CN(C)C)c23)cc1 (stereo unspecified),-2,1,2,2,1,0.3,0,0.98,-1
Cc1ccc(OCCNC(=O)c2cc(-n3cnnc3)ccc2Cl)cc1C,4,0.96,-2,3,-7,0.3,-1,0.97,0
CCN1C(=O)[C@H]2[C@@H](c3ccc(-c4cc(C(C)=O)cs4)cc3)N3CCCC[C@@]3(C(=O)OC)[C@H]2C1=O,1,0.99,-5,-3,-15,-0.1,-11,1,-9
NC(=O)c1ccc2c(=O)n3c(-c4cc(Cl)c(N)c(Cl)c4)csc3nc2c1,-2,1,-5,-6,-4,-1.8,-2,1.1,0
OCC[C@@H]1C[C@H](O)[C@@H](O)[C@@]2(Cc3ccccc3O2)O1,-4,1,-2,4,-6,-1.3,0,0.96,3
CC(C)(C)NCC(O)Cn1cc(C=O)c2ccccc21 (stereo unspecified),4,0.96,0,8,-6,0.0,0,0.92,0
COc1cc(/C=C2/S/C(=N/S(=O)(=O)c3ccccc3)NC2=O)c([N+](=O)[O-])cc1OC,19,0.81,-1,16,-1,0.0,-3,0.84,2
Cc1onc(-c2c(F)cccc2Cl)c1C(=O)N1CCc2ccccc21,2,0.98,-2,16,-8,-3.3,2,0.84,2
O=c1oc(-c2ccccc2F)nc2c1cnn2-c1ccccc1,-10,1.1,-5,-6,-5,1.0,2,1.1,-4
COc1ccccc1-c1c(C)nn2c(N3CCCCCC3)cc(C)nc12,5,0.95,-1,0,3,4.1,0,1,-6
Cc1cccc(CN2[C@@H](CC(C)C)COCCS2(=O)=O)c1,2,0.98,-3,-8,-7,0.0,3,1.1,3
CCOC(=O)c1ccc(NC(=O)CCC(CC)C(=O)O)cc1 (stereo unspecified),3,0.97,3,-3,10,-1.6,-7,1,1
COc1ccc([N+](=O)[O-])cc1/C=N/NC(=O)CNC(=O)c1cccc(F)c1,0,0.99,-2,1,-6,-17,-19,0.99,0
COc1cc2c(cc1OC)CN(C(=O)CN1C(=O)c3ccc([N+](=O)[O-])cc3C1=O)CC2,-6,1.1,2,5,6,0.4,-1,0.95,-2
CCCn1c(O)c(/C=C2\C=NN=C2c2ccccc2)sc1=S,9,0.91,-3,6,-11,21,16*,0.94,-7
CN(CC(=O)Nc1c(Cl)cccc1Cl)C(=O)Cc1ccsc1,2,0.98,-2,6,-3,-0.1,-1,0.94,-3
CC(=O)Nc1sc(N/N=C\c2ccccc2)nc1-c1cccs1,22,0.78,-2,-7,-5,1.1,2,1.1,-4
CC(=O)Nc1ccc(S(=O)(=O)Nc2ccc(S(=O)(=O)N3CCCCCC3)cc2)cc1,-3,1,-4,-10,-5,0.5,-8,1.1,3
CSc1ccccc1C(=O)C1CCCN(S(=O)(=O)c2c(C)noc2C)C1 (stereo unspecified),2,0.98,0,-13,-4,-1.4,1,1.1,0
COc1ccccc1Cc1nc(-c2cccnc2)no1,-18,1.2,-3,-13,-7,-1.2,1,1.1,2
Cc1ccc(C)c(S(=O)(=O)N2CCN(C(=O)c3ccncc3)CC2)c1,-2,1,1,-10,-7,-0.9,0,1.1,3
CC(C)C(C)NC(=O)COC(=O)c1cc(S(=O)(=O)N(C)C)ccc1N1CCCC1 (stereo unspecified),0,1,0,3,-6,x,x,0.97,-2
O=[N+]([O-])c1ccccc1S(=O)(=O)Nc1ncccn1,7,0.93,-1,1,-7,0.6,0,0.99,3
C=CCn1c(SCC(=O)Nc2cc(NC(C)=O)ccc2OC)nnc1-c1cccnc1,0,1,2,4,0,0.8,0,0.96,1
S=C(Nc1ccc(Cl)cc1Cl)NC1CCCCC1,-46,1.5,-2,2,-4,86*,-4,0.98,-6
CC1Cc2ccccc2N1C(=O)CN(C)CC(=O)Nc1ccc(OC(F)(F)F)cc1 (stereo unspecified),15,0.85,-2,3,-8,-0.4,-17,0.97,-6

# Molecules from the list above with an aryl methoxy group, in the order listed:
SMILES,mIAP block,mIAP activ,A3A deaminase,hIAP inh,A3G deaminase,MPTP inh,GRIN3A LBD mod,hIAP act,beta cell repl
COc1ccccc1CNC(=O)COc1ccc(S(=O)(=O)N2CCOCC2)cc1C,6,0.94,0,-7,-5,-2.2,-2,1.1,0
COc1ccc(C(CNC(=O)c2ccc(N3CCCC3=O)cc2)N(C)C)cc1 (stereo unspecified),-3,1,-2,-21,-5,-0.2,-6,1.2,-5
COc1ccc(CN(Cc2cccn2C)S(=O)(=O)c2ccc(C)cc2)cc1,5,0.95,-6,-11,-10,6.0,1,1.1,-2
COc1ccccc1CNCC(=O)N1CC(=O)Nc2ccccc21,-11,1.1,-3,-12,-5,-0.4,1,1.1,-4
COc1ccc(NC(=O)c2ccc(COc3ccccc3Br)o2)cc1OC,-9,1.1,3,2,-1,-1.1,-6,0.98,-2
COc1ccccc1C(=O)C1CCCN(C(=O)c2cc(CC(C)C)nc(C)n2)C1 (stereo unspecified),11,0.89,2,-1,-4,2.0,1,1,-4
COc1ccc(-c2nc(CS(=O)CC(=O)NCc3ccc4c(c3)OCO4)c(C)o2)cc1 (stereo unspecified),9,0.91,2,0,-1,-3.0,0,1,-2
COc1ccc(NC(=O)CSc2nnnn2-c2ccccc2F)cc1,-6,1.1,-3,24,-9,0.3,4,0.76,-3
COc1ccc(C(O)c2coc3ccc(O)c(CN(C)C)c23)cc1 (stereo unspecified),-2,1,2,2,1,0.3,0,0.98,-1
COc1cc(/C=C2/S/C(=N/S(=O)(=O)c3ccccc3)NC2=O)c([N+](=O)[O-])cc1OC,19,0.81,-1,16,-1,0.0,-3,0.84,2
COc1ccccc1-c1c(C)nn2c(N3CCCCCC3)cc(C)nc12,5,0.95,-1,0,3,4.1,0,1,-6
COc1ccc([N+](=O)[O-])cc1/C=N/NC(=O)CNC(=O)c1cccc(F)c1,0,0.99,-2,1,-6,-17,-19,0.99,0
COc1cc2c(cc1OC)CN(C(=O)CN1C(=O)c3ccc([N+](=O)[O-])cc3C1=O)CC2,-6,1.1,2,5,6,0.4,-1,0.95,-2
COc1ccccc1Cc1nc(-c2cccnc2)no1,-18,1.2,-3,-13,-7,-1.2,1,1.1,2
C=CCn1c(SCC(=O)Nc2cc(NC(C)=O)ccc2OC)nnc1-c1cccnc1,0,1,2,4,0,0.8,0,0.96,1

# Bioassay records: PubChem, Sanford-Burnham Center for Chemical Genomics
